# Compound activity deposited in PubChem by several laboratories.
# Wnt bcat act: activators of Wnt/beta-catenin signaling. actives 1.2% (n = 300,000). activation, % at 9.35 µM. Wnt/beta-catenin reporter cell assay, activator, plate reader. AID 743398; in the data active = activation above about 30%, passing the limit was not always enough;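 note: 0% = neutral control wells and 100% = positive control wells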
# Rtt109 HAT inh: inhibitors of Candida albicans Rtt109/Vps75 histone acetyltransferase | Q5AAJ8 | purified Rtt109/Vps75, ThioGlo CoA-SH fluorescence, 4 h | inhibition, % at 34.9 µM | actives 0.16% (n = 330,000);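 active = inhibition of at least 50% in every replicate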
# MITF act: activators of MITF-driven TRPM1 promoter activity in SK-MEL-5 cells; actives 0.75% (n = 300,000); SK-MEL-5 TRPM1-promoter luciferase, 24 h; % of positive control, neutral wells = 0; AID 588334; activation, % at 12.5 µM;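 active = mean activation of at least 80% with every replicate also reaching 80%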;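 note: 0% = neutral control wells and 100% = parthenolide positive control wells; values of inactives mirror those of a sister screen read the other way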
# V-ATPase pH: alters yeast V-ATPase proton transport; S. cerevisiae, pHLuorin cytosolic pH fluorescence; response, % at 10 µM; actives 0.37% (n = 350,000); AID 504577; in the data active = response mostly above about 7.3%, no sharp cut-off; inactive = mostly below about 5.4%; note: actives read high; inactives centre near 0; some compounds called inactive have numbers as strong as hits; reference of the scale not given here
# CAL PDZ FP-1: blocks peptide binding to human CAL PDZ domain. Q9HD26. purified CAL PDZ, TMR-peptide fluorescence polarization, 1 h. inhibition, % at 20 µM. actives 0.02% (n = 330,000). AID 504414;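 active = highest replicate inhibition of at least 40%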;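 note: plate controls were DMSO neutral control wells for no effect and unlabeled competitor peptide control wells for full effect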
#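 System: purified tagged CAL PDZ domain construct (CerCALP). Schedule: 1 h incubation at room temperature before polarization reading. Medium: 25 mM sodium phosphate pH 7.4, 150 mM NaCl, TCEP, IgG, Thesit. Read-out: percent inhibition from loss of millipolarization. Measured by: FP readout, S and P plane fluorescence. Probe or stimulus: fluorescent TMR peptide probe.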
# dFosB act: mouse delta FosB homodimer activation | AID 493131 | purified delta FosB, TAMRA-CDK5 oligo fluorescence polarization; percent of positive-control signal above neutral wells | activation, % at 25 µM | actives 0.99% (n = 340,000) | P13346;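 active = mean activation above about 17%, with every replicate also reaching it, limit read from the data, passing the limit was not always enough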;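 note: fluorescence polarization rise as delta FosB binds a TAMRA Cdk5 AP-1 oligo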
# Target sequence (P13346 whole entry, looked up): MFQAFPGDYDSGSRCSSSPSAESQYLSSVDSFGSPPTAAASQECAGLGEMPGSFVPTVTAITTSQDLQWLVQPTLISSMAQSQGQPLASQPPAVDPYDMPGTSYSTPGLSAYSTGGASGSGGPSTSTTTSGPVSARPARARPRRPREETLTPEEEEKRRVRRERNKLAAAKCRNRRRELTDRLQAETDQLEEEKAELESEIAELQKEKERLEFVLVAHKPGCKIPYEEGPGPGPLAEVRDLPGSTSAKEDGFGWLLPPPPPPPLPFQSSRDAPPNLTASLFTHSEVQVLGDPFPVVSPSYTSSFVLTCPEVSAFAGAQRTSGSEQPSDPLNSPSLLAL
# RTF Ca sens act: cardiac RTF calcium sensitization | P19429+P45379 | IANBD-labeled TnC RTF fluorescence at EC20 calcium; 0% EC20 calcium, 100% full calcium | activation, % at 7.2 µM | actives 0.24% (n = 340,000);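 active = activation above the mean over all tested compounds plus 3 SD, cut at about 30% in these data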;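 note: rise in fluorescence read as greater calcium sensitivity of cardiac thin filaments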
# Tat transport: inhibitors of E. coli Tat protein transport. E. coli MC4100 TorA-mCherry Tat export, fluorescence. inhibition, % at 10 µM. actives 0.036% (n = 340,000). AID 488895;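 active = mean replicate inhibition at least 50% and at least half of replicates individually reaching 50%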;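 note: exported cargo escapes ClpAP degradation while cytoplasmic cargo is degraded and loses fluorescence; 0% = median of neutral control wells and 100% = median of NaSCN control wells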
# CAL PDZ FP-2: inhibitors of human CAL PDZ peptide binding. AID 602252. actives 0.92% (n = 300,000). inhibition, % at 24.9 µM. purified CAL PDZ, TMR-peptide fluorescence polarization, 1 h. Q9HD26;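 active = mean inhibition of at least 30% with at least half of replicates also reaching 30%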;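 note: 0% = DMSO neutral control and 100% = excess unlabeled competitor peptide PRC23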
# CDK5 p35 inh: blocks human CDK5/p35 kinase activity; Q00535+Q15078; Recombinant CDK5/p35, ADP-Glo luminescence, 60 min; inhibition, % at 10 µM; actives 0.01% (n = 330,000);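 active = highest replicate inhibition of at least 50% and at least 75% of replicates reaching 50%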;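 note: plate controls were DMSO neutral control for no effect and GW8510 at 10 µM for full effect; many of its hits are not listed in these tables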
# Target sequence (Q00535 whole entry, looked up): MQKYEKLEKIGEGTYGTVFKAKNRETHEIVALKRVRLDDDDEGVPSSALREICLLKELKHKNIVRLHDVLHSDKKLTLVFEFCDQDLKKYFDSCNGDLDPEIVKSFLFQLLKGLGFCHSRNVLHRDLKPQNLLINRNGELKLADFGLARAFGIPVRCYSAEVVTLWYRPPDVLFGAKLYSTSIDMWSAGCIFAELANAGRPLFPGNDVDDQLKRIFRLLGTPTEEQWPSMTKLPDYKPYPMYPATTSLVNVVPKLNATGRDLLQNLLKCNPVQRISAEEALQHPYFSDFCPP
# Target sequence (Q15078 whole entry, looked up): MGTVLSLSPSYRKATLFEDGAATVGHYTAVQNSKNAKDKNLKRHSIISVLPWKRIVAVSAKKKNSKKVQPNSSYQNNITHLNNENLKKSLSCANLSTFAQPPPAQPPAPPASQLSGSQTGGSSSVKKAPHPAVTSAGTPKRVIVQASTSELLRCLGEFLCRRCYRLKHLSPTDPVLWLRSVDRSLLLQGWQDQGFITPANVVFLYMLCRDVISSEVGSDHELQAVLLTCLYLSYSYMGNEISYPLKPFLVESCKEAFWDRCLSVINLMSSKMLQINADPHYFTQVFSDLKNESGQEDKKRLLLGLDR
# An asterisk follows results filed as active; / = not tested or not shown; & = joins results of further samples.
cpd	Structure	CAL PDZ FP-1	Rtt109 HAT inh	MITF act	Wnt bcat act	CAL PDZ FP-2	Tat transport	CDK5 p35 inh	RTF Ca sens act	V-ATPase pH	dFosB act
1	Cn1nc(C(=O)OCC(=O)NC2CCS(=O)(=O)C2)c2ccccc2c1=O (stereo not given)	-0.5	7	-7	-1	-5	13	1.1	1	-2	7
2	N#CC1=C(N)Oc2cc3ccccc3cc2C1c1cccnc1 (stereo not given)	-3.8	0	-22	/	-10	7	0.3	-6	-2	-11
3	CCC(=O)N1CCc2cc(S(=O)(=O)Nc3ccccc3C)ccc21	-0.9	4	-2	2	-2	2	0.4	6	2	-8
4	O=C(Cn1ncn2cccc2c1=O)N1CCCCC1	-0.9	-5	-5	/	-1	1	0.1	3	-2	10
5	COCCNC(=S)Nc1ccccc1Cc1ccccc1	-0.2	-5	-3	-2	-6	13	-0.4	3	0	-3
6	CC(=O)N1CCc2cc(Br)cc(S(=O)(=O)NCc3ccccn3)c21	-0.9	-1	-1	-6&-4	-5	1	1.4	5	4	8
7	O=C(COC(=O)c1oc2ccccc2c1COc1ccccc1)NCCN1C(=O)CSC1=O	-0.1	0	6	-1	4	0	1.6	7	3	-25
8	O=C(Nc1ccc2c(c1)OCCO2)C1CCCN1C(=O)Nc1ccccc1 (stereo not given)	-6.3	-2	1	-3	0	3	-1.0	7	5	-2
9	CCC(=O)NC(c1cccs1)c1ccc2cccnc2c1O (stereo not given)	-2.4	4	-76	0	-2	-1	1.1	3	-3	-13
10	Cc1nn2c(N)c(C#N)cnc2c1-c1ccc(Cl)cc1	-1.0	-8	-2	/	-5	23	1.7	2	-1	4
11	Cc1ccc(Cl)cc1NC(=O)c1ccccn1	-1.5	3	20	-3	2	-2	-2.7	1	1	-8
12	CC1CC(C)CN(CCCNC(=O)CCC(=O)N2CCOc3ccccc32)C1 (stereo not given)	-0.1	13	/	-2	-2	-3	1.0	7	-3	-7
13	CC1=C(C(=O)Nc2ccccn2)C(c2ccccc2Cl)NC(=S)N1 (stereo not given)	-2.3	-1	26	22	-4	-3	1.4	3	1	-4
14	Cc1nn(CC2CC2)c(=O)n1-c1ccc(Cl)cc1	-0.2	13	-4	1	12	3	-0.7	8	-1	1
15	CC(C)(C)C(=O)CSc1ncnc2sc3c(c12)CCC3	-10	2	27	12	-1	0	-1.3	-2	3	-10
16	O=C(c1ccc(NS(=O)(=O)c2cccs2)cc1)N1CCCCC1	-2.2	-4	/	5	0	-2	-1.7	9	-2	-2
17	CCn1nc(C)c(NC(=O)c2cc(Br)ccc2Cl)c1C	-1.4	2	0	-1	-3	8	-0.8	-6	-2	-3
18	COc1cc(NC(=O)c2cc(S(=O)(=O)N3CCc4ccccc43)cn2C)cc(OC)c1OC	0.5	-3	-3	3	-2	10	0.9	-2	-1	4
19	Cc1ccc(C(=O)NCC2CCCO2)o1 (stereo not given)	-0.3	0	/	/	-4	3	-0.4	11	-5	7
20	O=C(CN1CCN(c2ccccc2)CC1)Nc1ccc(OCc2ccccc2)cc1	-0.5	12	-7	/	-17	8	0.9	0	2	-7
21	CN(C)CCn1c2c(c(SCC(=O)Nc3nccs3)nc1=O)CCCC2	0.0	3	1	-5	-3	4	-0.3	2	0	-13
22	O=C(CSc1nc(O)cc(=O)[nH]1)N1CCCc2ccccc21	-1.2	20	9	/	-1	0	-0.1	1	5	-2
23	Oc1cc(NCc2ccc(Cl)cc2)cc2cccnc12	-0.1	4	-8	2	-1	0	-0.1	2	1	1
24	COc1ccc(N(CC(=O)Nc2cccc(SC)c2)S(C)(=O)=O)cc1Cl	-1.2	-11	7	/	-5	5	-1.1	-4	5	2
25	COC(=O)CCC(=O)Nc1ccc(S(=O)(=O)N2CCc3ccccc32)cc1	-0.3	0	-6	-3	2	-3	0.4	1	0	-5

# Another view of 2 compounds above.
# The line under a structure holds: CAL PDZ FP-1	Rtt109 HAT inh	MITF act	Wnt bcat act	CAL PDZ FP-2	Tat transport	CDK5 p35 inh	RTF Ca sens act	V-ATPase pH	dFosB act
19: Cc1ccc(C(=O)NCC2CCCO2)o1 (stereo not given)
→ -0.3	0	/	/	-4	3	-0.4	11	-5	7
20: O=C(CN1CCN(c2ccccc2)CC1)Nc1ccc(OCc2ccccc2)cc1
→ -0.5	12	-7	/	-17	8	0.9	0	2	-7

# Next part
cpd	Structure	CAL PDZ FP-1	Rtt109 HAT inh	MITF act	Wnt bcat act	CAL PDZ FP-2	Tat transport	CDK5 p35 inh	RTF Ca sens act	V-ATPase pH	dFosB act
26	CCOc1ccc(C(=O)C(C)OC(=O)CN2C(=O)NC(C)(C)C2=O)cc1 (stereo not given)	-2.9	-5	17	-4	1	-3	-0.1	-4	2	4
27	O=C1N(CN2C(=O)C3(OCCO3)c3ccccc32)c2ccccc2C12OCCO2	-0.4	-4	2	/	-1	1	-2.5	-2	-5	-9
28	CN(C)S(=O)(=O)N(CC(=O)NCc1ccccc1)c1ccccc1	0.6	-7	3	-3	-4	4	-0.9	-7	0	2
29	O=C(Nc1nc(-c2ccc(Br)cc2)cs1)c1cccnc1	-0.7	4	7	-2	-2	-4	-1.1	2	3	-8
30	COc1ccccc1CNC(=O)COC(=O)c1cc(C)nc2ccccc12	-1.0	-3	-8	8	/	-15	-0.6	0	-1	-12
31	O=C1c2cccc3c([N+](=O)[O-])ccc(c23)C(=O)N1CC1CCCO1 (stereo not given)	-0.4	14	-27	6	/	-7	0.9	10	-31	0
32	COc1ccc(/C=N/n2cnc3c([nH]c4ccc(F)cc43)c2=O)cc1CN1CCCC1	0.0	3	-86	-4	0	-2	-0.2	2	-4	-20
33	COc1ccc(NC(=O)c2cn(-c3ccccc3)nc2-c2ccncc2)cc1	-2.5	-3	14	-1	1	7	-1.2	-7	0	7
34	CCCCNC(=S)N1CCN(C)CC1	1.7	-2	-8	20	-1	-2	-0.4	-7	-2	1
35	COCCn1c(N)c(C(=O)NCc2cccs2)c2nc3ccccc3nc21	-0.9	-3	2	/	/	8	-0.1	1	2	-7
36	COC(=O)CCCC(=O)N1CCOCCN(C(=O)CCCC(=O)OC)CCOCC1	0.0	-8	6	-1	-3	-7	0.6	-3	-1	-4
37	O=S(=O)(c1ccccc1)N1CCC(N2CCCCCC2)CC1	-3.1	-11	/	/	-3	-7	-1.2	2	-2	4
38	CC(C)CC(C(=O)Nc1cccc(O)c1)N1C(=O)c2ccccc2C1=O (stereo not given)	-0.8	-9	1	0	-4	3	-0.5	-9	-1	-2
39	CN1C[C@@H]2C(c3ccc(Cl)nc3)C3(c4ccccc4)CC2(C3)[C@H]1c1ccccc1 (stereo not given in full)	-0.7	-3	13	-2	0	3	-0.4	0	2	-2
40	O=C(CSc1nnc(COc2ccc(Br)cc2)o1)NC1CCCCC1	-1.5	0	-3	5	3	-2	-1.3	-1	7	-5
41	COc1ccccc1S(=O)Cc1ccc(C(=O)NC2CCCC2)o1 (stereo not given)	-0.2	7	-19	-3	/	11	-0.2	3	1	1
42	CC(=O)Nc1ccc(S(=O)(=O)N2CCSc3ccccc32)cc1	-1.0	-3	-1	-7	-3	-7	-1.8	-3	-5	-5
43	CN1CC(=O)N(CC(=O)Nc2cccc(S(=O)(=O)N3CCOCC3)c2)C1=O	0.1	3	5	0	-1	4	-8.8	-1	-4	3
44	O=C(CSc1nnc(NC(=O)Cc2ccccc2)s1)NCC1CCCO1 (stereo not given)	-1.3	-10	-12	-1	-1	0	1.2	0	-3	-11
45	CCC(C)(C)NC(=O)C(C(C)C)N(CC1CCCO1)C(=O)CNS(=O)(=O)c1ccccc1 (stereo not given)	0.4	4	/	-1	-2	-1	2.0	-7	1	-3
46	COc1ccc(N(C(=O)c2ccncc2)S(=O)(=O)c2ccc3c4c(cccc24)C(=O)N3C)cc1	-0.8	3	-18	0	-2	-1	-4.3	0	2	4
47	COC(=O)c1cc(Cl)c(NC(=O)/C=C/c2ccc(OC)c(OC)c2)cc1OC	-3.9	-25	-7	/	-19	6	-3.5	-3	4	-6
48	CCOC(=O)[C@H]1[C@H]2COc3ccc(Cl)cc3[C@@H]2N2C(=O)c3ccc(C)cc3NC(=O)[C@@]12C	-0.7	7	-9	-6	1	-2	2.6	-3	1	-6
49	CN(Cc1ccco1)S(=O)(=O)c1cc(F)ccc1CN1C(=O)c2cccnc2C1=O	-2.2	-1	-2	-2	-3	-3	/	0	2	-5
50	O=C(CSc1nc2ccccc2c(=O)[nH]1)Nc1ccccc1O	-1.7	21	6	2	-2	-11	3.5	-7	5	6
51	Cc1oc2c(c(C)cc3oc(=O)c(CC(=O)NCCCN4CCCC4=O)c(C)c32)c1C	-3.0	-52	-3	-2	-3	-3	-0.6	1	-1	1
52	COc1ccc(NC(=O)Cn2c(=O)n(CC3CCCO3)c(=O)c3ccccc32)c(OC)c1 (stereo not given)	-1.6	-2	7	3	-1	-7	1.0	-1	-1	-9

# From no. 41 up to 52, copied from above:
cpd	Structure	CAL PDZ FP-1	Rtt109 HAT inh	MITF act	Wnt bcat act	CAL PDZ FP-2	Tat transport	CDK5 p35 inh	RTF Ca sens act	V-ATPase pH	dFosB act
41	COc1ccccc1S(=O)Cc1ccc(C(=O)NC2CCCC2)o1 (stereo not given)	-0.2	7	-19	-3	/	11	-0.2	3	1	1
42	CC(=O)Nc1ccc(S(=O)(=O)N2CCSc3ccccc32)cc1	-1.0	-3	-1	-7	-3	-7	-1.8	-3	-5	-5
43	CN1CC(=O)N(CC(=O)Nc2cccc(S(=O)(=O)N3CCOCC3)c2)C1=O	0.1	3	5	0	-1	4	-8.8	-1	-4	3
44	O=C(CSc1nnc(NC(=O)Cc2ccccc2)s1)NCC1CCCO1 (stereo not given)	-1.3	-10	-12	-1	-1	0	1.2	0	-3	-11
45	CCC(C)(C)NC(=O)C(C(C)C)N(CC1CCCO1)C(=O)CNS(=O)(=O)c1ccccc1 (stereo not given)	0.4	4	/	-1	-2	-1	2.0	-7	1	-3
46	COc1ccc(N(C(=O)c2ccncc2)S(=O)(=O)c2ccc3c4c(cccc24)C(=O)N3C)cc1	-0.8	3	-18	0	-2	-1	-4.3	0	2	4
47	COC(=O)c1cc(Cl)c(NC(=O)/C=C/c2ccc(OC)c(OC)c2)cc1OC	-3.9	-25	-7	/	-19	6	-3.5	-3	4	-6
48	CCOC(=O)[C@H]1[C@H]2COc3ccc(Cl)cc3[C@@H]2N2C(=O)c3ccc(C)cc3NC(=O)[C@@]12C	-0.7	7	-9	-6	1	-2	2.6	-3	1	-6
49	CN(Cc1ccco1)S(=O)(=O)c1cc(F)ccc1CN1C(=O)c2cccnc2C1=O	-2.2	-1	-2	-2	-3	-3	/	0	2	-5
50	O=C(CSc1nc2ccccc2c(=O)[nH]1)Nc1ccccc1O	-1.7	21	6	2	-2	-11	3.5	-7	5	6
51	Cc1oc2c(c(C)cc3oc(=O)c(CC(=O)NCCCN4CCCC4=O)c(C)c32)c1C	-3.0	-52	-3	-2	-3	-3	-0.6	1	-1	1
52	COc1ccc(NC(=O)Cn2c(=O)n(CC3CCCO3)c(=O)c3ccccc32)c(OC)c1 (stereo not given)	-1.6	-2	7	3	-1	-7	1.0	-1	-1	-9
